TDP1 cell CPT = DT40-hTDP1 cell growth loss with CPT | 420,000 tested, 12% active | Potency, µM (titrated, usually from 46.2 µM), for the others: at the top dose activity change, negative = growth inhibition, actives largely listed as inhibitors | chicken DT40 Tdp1-/-;hTDP1 cells + 20 nM CPT, ATP luminescence, 48 h; active means well fitted inhibition curve with a large enough effect; inconclusive means small, poorly fitted or top-dose-only effect; further: nearly all actives have a fitted effect of over 55% in size
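Chicken DT40 Tdp1-/- cells stably complemented with human TDP1 were seeded at 400 cells/well in medium containing 20 nM camptothecin, exposed to pin-transferred compounds, and grown at 37 °C for at least 48 hr. Viability was read as ATP luminescence.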
* marks the source's active call; other numbers are inactive results; ? = inconclusive; [ ] = remark or other dose. On the % scale 0 is the no-effect control and ±100 the full control effect; potency means the concentration at half of the fitted maximal effect.

SMILES | TDP1 cell CPT
O=C(NCCc1cccs1)c1ccc(CS(=O)Cc2cccc(Cl)c2)o1 (stereo not given) | 2.2%
C[C@@H]1CN([C@H](C)CO)C(=O)CCCn2cc(nn2)CO[C@H]1CN(C)S(C)(=O)=O | -5.9%
Cc1noc(C)c1C(=O)N1CCC1(C)C(=O)NS(=O)(=O)c1cccs1 (stereo not given) | -25.1%
CC1(C(=O)Nc2ccc(Cl)c(Cl)c2)CCN1C(=O)Cc1cccc2ccccc12 (stereo not given) | ?
CC(=O)C1=CCC(c2ccc(Cl)cc2)N(S(=O)(=O)c2ccccc2C)C1 (stereo not given) | 29.1µM*
CCCS(=O)(=O)NC(=O)C1(C)CCCN(C(=O)c2cc(OC)c(OC)c(OC)c2)C1 (stereo not given) | 4.0%
Fc1ccc(-c2nc3c(Cl)cc(C(F)(F)F)cn3c2Cc2cccc(Cl)c2)cc1 | -18.8%
CC(=O)NC(c1cccc(F)c1)c1nc(-c2ccccc2)cs1 (stereo not given) | ?
COc1ccc(CCC2=NCCN2C(CC(C)C)c2nc3ccccc3[nH]2)cc1 (stereo not given) | 20.6µM*
Cc1ccc(C(=O)N2c3ccccc3Sc3ccccc32)cc1 | -2.1%
COc1ccc(N2c3ccccc3CN(Cc3ccccc3)CC2Cc2cc(OC)c(OC)c(OC)c2)cc1 (stereo not given) | ?
Cc1ncc2c(c1CNC(=O)c1ccc3c(c1)OCO3)CCN(C(=O)c1cc3ccccc3n1C)C2 | -8.0%[9.04 µM]
CC(C)(C)S(=O)N1Cc2cc(C(=O)NCc3ccc4c(c3)OCO4)nc(-c3cccc(-c4cc5ccccc5o4)c3)c2[C@@H]1CCO (stereo not given in full) | ?
COc1ccc(NC(=O)Nc2nnc([C@H]3C[C@H](O)[C@@H](CO)O3)s2)cc1 | -4.9%
Cc1oc(-c2ccccc2NC(=O)C2CCC2)nc1CNC(=O)c1ccc(C#CC(C)(C)O)cc1 | -7.3%[9.04 µM]
CCOC(=O)C1(C)CCN1C(=O)c1cccc(C#N)c1 (stereo not given) | ?
Cc1ccc2c(CN3CCN(c4ccc(Cl)c(Cl)c4)CC3)cc(=O)oc2c1 | ?
COc1ccc(S(=O)(=O)Nc2ccc3c(c2)C(=O)N([C@@H](C)CO)C[C@@H](C)[C@H](CN(C)S(=O)(=O)c2ccc(F)cc2)OCCCC[C@H](C)O3)cc1 | ?
CCCCCC(=O)N1C[C@H](O)[C@@H](n2cc(C3CC3)nn2)C[C@@H]1c1ccc(Cl)cc1 | 6.1%
O=C(NNC(=O)c1cc(S(=O)(=O)N2CCOCC2)ccc1Cl)c1ccc(F)cc1 | -28.3%

Next section; it opens with the three that closed the last part.
SMILES | TDP1 cell CPT
COc1ccc(S(=O)(=O)Nc2ccc3c(c2)C(=O)N([C@@H](C)CO)C[C@@H](C)[C@H](CN(C)S(=O)(=O)c2ccc(F)cc2)OCCCC[C@H](C)O3)cc1 | ?
CCCCCC(=O)N1C[C@H](O)[C@@H](n2cc(C3CC3)nn2)C[C@@H]1c1ccc(Cl)cc1 | 6.1%
O=C(NNC(=O)c1cc(S(=O)(=O)N2CCOCC2)ccc1Cl)c1ccc(F)cc1 | -28.3%
COc1ccc(NC(=O)C2CC2(Cl)Cl)cc1S(=O)(=O)N1CCCCC1 (stereo not given) | ?
CCC1C(=O)NCCN1Cc1ccc2c(c1)CN(Cc1cccc(OC)c1OC)CCO2 (stereo not given) | 0.731µM*
CC(=O)c1ccc(OC2(C)CCN(Cc3ccccc3OC(F)F)C2)cc1 (stereo not given) | ?
CC(C)CCC(=O)Nc1cc(S(=O)(=O)N2CCOCC2)ccc1N1CCCC1 | -1.0%
COc1ccc(Cc2c(C3CCCCC3)nc3ccc(Cl)cn23)c(C)c1 | -28.8%
COCCNC(=O)C[C@H]1C[C@H]2c3cc(NS(=O)(=O)c4ccc(F)cc4)ccc3O[C@H]2[C@H](CO)O1 | ?
COC(=O)[C@H]1C[C@H](OC(=O)NC2CC2)[C@@]2(O)CN(S(=O)(=O)c3ccc(C)cc3)CC2[C@H]1C(=O)OC (stereo not given in full) | -18.7%
O=C1Nc2cc(C(=O)NCCCN3CCCC3)ccc2S/C1=C/c1cccc(Cl)c1 | 6.51µM*
COc1cccc(CNC(=O)c2c(OC)cc(=O)n3c2CCN(C(=O)C2CC24CCCC4)CC3)c1 (stereo not given) | -7.4%
COc1cc(=O)n2c(c1C(=O)NCc1ccc3c(c1)OCO3)CCN(C(=O)c1ccccc1F)CC2 | 4.2%
CCC[C@H]1CN(c2ccccc2)C(=O)[C@@H]1CC(=O)NC | -8.2%
CC1C(=O)N(Cc2cn(Cc3ccco3)nn2)CCS(=O)(=O)N1Cc1ccc(-c2ccncc2)cc1 (stereo not given) | ?
C[C@H]1COC[C@@H](C/C=C/c2ccccc2)N1c1ccccc1 | ?
CCc1nc2ccc(C(=O)N3CCN(C(C)=O)CC3)cn2c1N(C=O)Cc1ccc(OC)cc1 | -2.3%
O=C(NC1CC1)c1ccc(-c2cnc3cccnn23)cc1 | ?
Nc1[nH]c(C(=O)c2ccc(Br)cc2)c(-c2ccc(Br)cc2)c1C(=O)NCCc1c[nH]c2ccccc12 | ?
Cc1cccc(C)c1NC(=O)C(c1ccc(-c2ccccc2)cc1)n1c(=O)c(-c2ccco2)nc2ccccc21 (stereo not given) | ?
CC(C)CNC(=O)C1(C)CCCN1Cc1ccc(S(C)(=O)=O)cc1 (stereo not given) | -27.5%
COc1ccc(NC(=O)c2cc3ccccc3oc2=O)cc1 | -20.4%
CC(=O)NNc1nc(-c2ccccc2)c2cc(Cl)ccc2n1 | -20.4%
CCCCNc1c(-c2cccnc2)nc2nc(C)cc(C)n12 | ?
Cc1cnc(C)c(-c2cc(F)c3c(c2)CC(CNC(=O)c2cccc(Cn4cccn4)c2)O3)n1 (stereo not given) | -6.0%
C[C@@H]1O[C@H](C2CCCC2)CC2=C1C(=O)OC(C)(C)O2 | -3.9%
COc1cccc(C(=O)NNS(=O)(=O)c2ccccc2)c1 | 0.2%
C[C@H](CO)N1C[C@H](C)[C@@H](CN(C)C(=O)C2CCCCC2)OCc2cn(nn2)CCCC1=O | ?
C[C@H](N)C(=O)N[C@@H](C)P(=O)(O)O | -1.9%
COc1ccc(OC)c(NC(=O)C2(C)CCN2CCc2ccccc2)c1 (stereo not given) | 23.1µM*
CCS(=O)(=O)Nc1cc(C(=O)N[C@H]2CCCCNC2=O)c2c(c1)nc(-c1ccccc1)n2C | 0.9%
COc1ccc(C(=O)N2CCCC(C)(C(=O)NS(=O)(=O)C3CC3)C2)cc1 (stereo not given) | ?
Cc1ccc(C)c(N2C(=O)c3ccc(C(=O)Nc4ccccn4)cc3C2=O)c1 | 1.0%
Cc1ccc(S(=O)(=O)N2C[C@H]3C(=O)C[C@@H](c4ccccc4)N(S(=O)(=O)c4ccc(C)cc4)[C@H]3C[C@H]2c2cccc(Cl)c2)cc1 | -16.0%
Cc1nccn1-c1ccc(NC(=O)[C@H]2O[C@@H](n3ccc(=O)[nH]c3=O)[C@H](O)[C@@H]2O)cc1 | -11.3%
CCC(C)CN1C(=O)CN(S(C)(=O)=O)CC1(C)C(=O)Nc1c(C)cccc1C (stereo not given) | -24.3%
COc1cc2ccc(C=O)cc2cc1OC | 16.3%
COC(=O)C1(C)CCCC2(C)C3CCC(C(C)C)C(CO)C3C(CO)CC12 (stereo not given) | ?
CCC(=O)N1CCC(C)(C(=O)Nc2nccc3ccccc23)C1 (stereo not given) | 5.4%
O=S(=O)(c1cccs1)N1CCCCC1 | -15.4%
COC(=O)C1CCCCN1Cc1nc(N2CCCN(C(C)=O)CC2)c2ccccc2n1 (stereo not given) | 22.7%[9.04 µM]
Cc1cc(NC(=O)CSCC(=O)OCC(=O)c2ccc(Br)cc2)no1 | 7.2%
CC(=O)N(c1ccccc1)c1ccccc1[N+](=O)[O-] | ?
O=C(NCc1ccccc1)/C(=C\c1ccc(F)cc1)NC(=O)c1ccco1 | 0.0%
COC(=O)C1=CN(c2ccc(OC)cc2)C(N)=C(C#N)C1c1cccc2ccccc12 (stereo not given) | 5.8µM*
CCOC(=O)[C@]12CCCC=C1N(Cc1ccc3c(c1)OCO3)C(=O)[C@H](CC(=O)NCCCN1CCCC1=O)C2 | 0.9%
CCc1nc2ccc(C(=O)Nc3cccc(OCC(=O)N(C)C)c3)cn2c1N(CC)CCN(C)C | 9.8%
Cc1oc(-c2ccccc2NC(=O)c2ccsc2)nc1CN(C)Cc1ccc2c(c1)CCCN2C | ?
COc1ccc(C(=O)N2CCCC(c3nc(SCc4ccccn4)ncc3C)C2)cc1F (stereo not given) | 9.2µM*
C=CCSc1nnc(NC(=O)c2ccc3c(c2)OCCO3)s1 | 8.4%
C[C@H](CO)N1C[C@H](C)[C@@H](CN(C)S(=O)(=O)c2ccc3c(c2)OCCCO3)OCc2cnnn2CCCC1=O | 0.6%
CN(Cc1cnn(-c2ccccc2)c1)C(=O)c1ccc(S(=O)(=O)NCc2ccco2)cc1 | -25.7%
Cc1ccc(S(=O)(=O)N2CCCCC2)cc1NC(=O)C1COc2ccccc2O1 (stereo not given) | ?
CN(C)c1ccc(-c2csc(C(O)c3ccccc3)n2)cc1 (stereo not given) | ?
COC(=O)C[C@H]1C[C@H]2c3cc(NC(=O)Nc4ccc(C(F)(F)F)cc4)ccc3O[C@H]2[C@@H](CO)O1 | ?
O=C(NCCN1CCC(n2c(=O)[nH]c3ccccc32)CC1)c1cccc2c1-c1ccccc1C2=O | ?
COc1ccc(Cc2nc3ccc(C(=O)NCCc4ncccc4C)cc3o2)cc1OC | 20.6µM*
O=C(NC(c1ccc(F)cc1)c1ccc2ccccc2n1)C1CCN(CCOc2ccc(Cl)cc2)CC1 (stereo not given) | 20.6µM*
COc1ccc(NC(=O)CCCOc2ccc(C(C)=O)cc2)cc1S(=O)(=O)N1CCCCC1 | ?
COc1ccc(-c2nc3c(C)cc(Br)cn3c2CC2CCCCC2)cc1OC | ?
COc1cccc(N2CCN(C(=O)C3CCN(C(=O)Nc4ccccc4)CC3)CC2)c1 | -11.0%
COc1cccc(-c2cnc(C(O)c3ccc(CN4CCCC4)cc3)[nH]2)c1 (stereo not given) | 2.2%
CNC[C@@H]1Oc2cc(Br)ccc2S(=O)(=O)N([C@@H](C)CO)C[C@@H]1C | -15.8%

Additional structures.
SMILES | TDP1 cell CPT
COc1ccc(Cn2cc(CN(C)C3CN(Cc4cn(Cc5ccc(OC)cc5)nn4)S(=O)(=O)C3)nn2)cc1 (stereo not given) | -4.1%
CC1(c2ccc(Cl)cc2Cl)NC(=O)N(CC(=O)NCCC2=CCCCC2)C1=O (stereo not given) | ?
CC(=O)Nc1ccc2nc(NC(=O)CS(=O)(=O)c3ccc(F)cc3)sc2c1 | -4.9%
COc1ccccc1-c1cnc(C(O)c2cccc(F)c2)[nH]1 (stereo not given) | -20.1%
CCN(CC)CCNc1ccc(CO)c2oc3cc(Cl)ccc3c(=O)c12 | 23.1µM*
COc1cc(C(=O)N2CCCCC2c2cc(C(=O)NC(C)C)no2)cc(OC)c1C (stereo not given) | ?
CCCCCC(=O)N1C[C@@H](O)[C@H](n2cc(-c3ccc(F)cc3)nn2)C[C@@H]1c1ccc(OC)cc1 | ?
O=[N+]([O-])c1cnccc1-n1nnc2ccccc21 | 16.4µM*
C[C@H]1CN([C@@H](C)CO)C(=O)CCCn2nncc2CO[C@H]1CN(C)C(=O)Cc1ccccc1 | 4.4%
COc1ccc(S(=O)(=O)N2CCC(C(=O)NCCC(=O)NCc3ccccn3)CC2)cc1 | 11.5%
O=C(C(=O)N1CCN(c2ccccc2F)CC1)c1ccccc1 | -10.6%
COc1ccc(CCNC(=O)CN(c2ccccc2)S(=O)(=O)c2ccccc2)cc1 | -25.5%
CC(C)(C)c1ccc(S(=O)(=O)Nc2ccc(C(O)(C(F)(F)F)C(F)(F)F)cc2)cc1 | 16.4µM*
CC(C)(C)c1ccc(CC(=O)N2CCC2(C)C(=O)NS(=O)(=O)c2ccc(Cl)cc2)cc1 (stereo not given) | -15.1%
CCC(O)CNC(=O)c1cnn(-c2ncc3c(n2)-c2ccccc2CCC3)c1C1CC1 (stereo not given) | -1.3%
O=C(Nc1ccc(F)c(Cl)c1)C1Cc2c(-c3cccc(F)c3)ccnc2O1 (stereo not given) | ?
CCN(CC)c1ccc2cc(C(=O)c3cccs3)c(=O)oc2c1 | 18.4µM*
O=C(C[C@H]1CC[C@@H]2[C@H](COC[C@H](O)CN2Cc2cccc(F)c2)O1)NCc1cccc(F)c1 | ?
Cc1ccc([C@@H]2C[C@H]3[C@@H](CN2S(=O)(=O)c2ccc(Cl)cc2)C(=O)C[C@@H](c2cccc(Cl)c2)N3S(=O)(=O)c2ccc(C)cc2)cc1 | -4.9%
O=C(Nc1cccc(OC(F)(F)F)c1)c1ccc(-c2cccnc2)c2ccoc12 | ?
Nc1nc2ccc(Br)cc2s1 | -11.8%
O=C(c1cc(COc2c(F)cccc2F)on1)N1CC[C@@H]2CCCC[C@H]2C1 | -29.7%
Nc1nnc2cc(Br)ccc2n1 | ?
Cc1ccc(NC(=S)NNC(=S)NNc2ccccc2)cc1C | -5.7%

Filtered by structure, the entries above with an NH in an aromatic ring.
SMILES | TDP1 cell CPT
COc1ccc(CCC2=NCCN2C(CC(C)C)c2nc3ccccc3[nH]2)cc1 (stereo not given) | 20.6µM*
Nc1[nH]c(C(=O)c2ccc(Br)cc2)c(-c2ccc(Br)cc2)c1C(=O)NCCc1c[nH]c2ccccc12 | ?
Cc1nccn1-c1ccc(NC(=O)[C@H]2O[C@@H](n3ccc(=O)[nH]c3=O)[C@H](O)[C@@H]2O)cc1 | -11.3%
O=C(NCCN1CCC(n2c(=O)[nH]c3ccccc32)CC1)c1cccc2c1-c1ccccc1C2=O | ?
COc1cccc(-c2cnc(C(O)c3ccc(CN4CCCC4)cc3)[nH]2)c1 (stereo not given) | 2.2%
COc1ccccc1-c1cnc(C(O)c2cccc(F)c2)[nH]1 (stereo not given) | -20.1%

Some of the compounds tested; rates above refer to the full screens.
